Source: PubChem (several laboratories)
Runt-CBFb FRET – inhibitors of RUNX1 Runt–CBFb binding, primary screen, biochemical, FRET, Cerulean-Runt, Venus-CBFb, uHTS | AID 1496, 2009 | inhibition, % at 20 µM | 220,000 compounds, 0.46% hits | Cerulean-Runt/Venus-CBFb FRET ratio 530/480, 1 h | Runt-related transcription factor 1 (Homo sapiens) + Core-binding factor subunit beta …;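 active = inhibition over about 50% at 20 µM in the single-dose screen, limit read from the data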;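 note: 0% = DMSO wells and 100% = excess unlabeled CBFb competitor control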
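Assay system: Cerulean-tagged RUNX1 Runt domain (FRET donor) fusion protein / Amount: 100 nM each of Venus-CBFb and Cerulean-Runt domain / Medium: Tris buffer pH 7.5 with salts and BSA / Also added: Venus-CBFb 100 nM / Schedule: 1 h complex formation plus 1 h compound treatment, room temperature / Signal: FRET fluorescence / Read-out: loss of energy transfer signal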
EBV gp42 inh – Epstein-Barr virus gp42 inhibitors, primary screen, biochemical, uHTS, fluorescence polarization | Glycoprotein 42 (Epstein-Barr virus (strain AG876)), Q1HVG2 | Fluorescence polarization binding assay, mP read-out | inhibition, % (tested at 21.74 µM) | 220,000 compounds, 0.42% hits | AID 1085, 2008; in the data active = inhibition above about 50%
zVAD death inh – inhibitors of zVAD-triggered necroptosis, primary screen, L929 cells. viability rescue, % at 10 µM. 220,000 compounds, 0.38% hits. L929 zVAD necroptosis rescue, ATP luminescence, 24 h; with zVAD 60 µM;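 active = activation, scaled between plate controls, above about 75%, limit read from the data; inactive = activation under that limit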;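 note: 0% = zVAD with DMSO and 100% = DMSO alone without zVAD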
Hck Nef HTS – inhibitors of Nef-activated human Hck kinase, primary screen, biochemical, Z-Lyte FRET, 384-well, Hck-YEEI; Tyrosine-protein kinase HCK (Homo sapiens), P08631; AID 463187, 2010; 220,000 compounds, 0.68% hits; Recombinant Hck-YEEI plus Nef, Z-Lyte FRET kinase assay; inhibition, % at 20 µM;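 active = Hck-Nef kinase inhibition above about 50%, limit read from the data; inactive = inhibition below that limit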;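 note: 0% = DMSO with Hck plus Nef and 100% = Hck alone without Nef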
Target sequence (P08631 whole entry, looked up): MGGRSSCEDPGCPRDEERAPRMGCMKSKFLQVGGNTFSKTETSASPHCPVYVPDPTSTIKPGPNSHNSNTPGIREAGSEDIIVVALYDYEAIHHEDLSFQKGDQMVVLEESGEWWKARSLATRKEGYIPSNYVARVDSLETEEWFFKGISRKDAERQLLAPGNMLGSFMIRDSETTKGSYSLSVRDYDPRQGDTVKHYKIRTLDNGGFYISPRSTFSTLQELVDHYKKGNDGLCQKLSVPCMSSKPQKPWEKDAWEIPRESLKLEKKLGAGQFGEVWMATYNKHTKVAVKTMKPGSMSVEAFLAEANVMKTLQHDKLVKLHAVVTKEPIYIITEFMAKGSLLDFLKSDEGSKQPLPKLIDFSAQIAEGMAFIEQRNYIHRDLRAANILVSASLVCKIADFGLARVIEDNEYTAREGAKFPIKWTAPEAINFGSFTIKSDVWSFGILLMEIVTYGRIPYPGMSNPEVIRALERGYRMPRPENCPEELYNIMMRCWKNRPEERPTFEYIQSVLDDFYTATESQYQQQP
14-3-3 Bad inh – inhibitors of 14-3-3 zeta/Bad binding, primary screen, biochemical, TR-FRET, bovine 14-3-3 zeta; AID 781, 2007; 14-3-3 protein zeta/delta (Bos taurus), P63103; inhibition, % at 21.7 µM; 220,000 compounds, 0.71% hits; TR-FRET 14-3-3zeta/Dy647-pBad peptide displacement, 1 h;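 active = inhibition above about 70%, limit read from the data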;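 note: 0% = full 14-3-3 plus peptide FRET controls and 100% = background without 14-3-3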
p47phox inh – p47phox/p22phox peptide binding inhibitors, primary screen, biochemical, uHTS, NADPH oxidase regulatory subunit; Neutrophil cytosol factor 1 (Homo sapiens), P14598; fluorescence polarization, 2 h; inhibition, % at 24.7 µM; 220,000 compounds, 0.53% hits;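 active = inhibition above about 30%, limit read from the data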;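 note: 0% = p47phox with labelled peptide and 100% = labelled peptide alone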
Target sequence (P14598 whole entry, looked up): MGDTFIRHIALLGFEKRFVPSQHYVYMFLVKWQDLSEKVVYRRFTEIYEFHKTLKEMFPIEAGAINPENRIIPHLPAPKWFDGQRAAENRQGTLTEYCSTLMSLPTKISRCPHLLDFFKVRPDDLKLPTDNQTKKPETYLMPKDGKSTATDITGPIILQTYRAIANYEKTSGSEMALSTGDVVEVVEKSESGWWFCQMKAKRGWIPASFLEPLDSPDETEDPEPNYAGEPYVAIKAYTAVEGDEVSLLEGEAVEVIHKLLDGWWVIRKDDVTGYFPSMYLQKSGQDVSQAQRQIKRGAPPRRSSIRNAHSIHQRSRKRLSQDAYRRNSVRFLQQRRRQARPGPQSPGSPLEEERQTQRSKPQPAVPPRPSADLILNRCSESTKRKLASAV
Tb hexokinase – Trypanosoma brucei hexokinase 1 inhibitors, primary screen, biochemical, G6PDH-coupled NADH absorbance, MLSCN library. hexokinase 1 [Trypanosoma brucei]. recombinant TbHK1, G6PDH-coupled NADH A340. inhibition, % at 10 µM. 220,000 compounds, 0.11% hits. AID 1430, 2008;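 active = inhibition of 50% or more in the single-dose primary screen; inactive = inhibition below 50%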
Runt-SMMHC FRET – inhibitors of RUNX1 Runt–CBFb-SMMHC binding, primary screen, biochemical, FRET, Cerulean-Runt, Venus-CBFb-SMMHC, uHTS; Runt-related transcription factor 1 (Homo sapiens) + Core-binding factor subunit beta …; Cerulean-Runt/Venus-CBFb-SMMHC FRET ratio 530/480, 1 h; inhibition, % at 20 µM; 220,000 compounds, 0.74% hits;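 active = mean inhibition across duplicate retests at 20 µM reaching about 50%, limit read from the data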;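 note: 0% = DMSO wells and 100% = wells with excess untagged CBFb-SMMHC; inhibitors lower the FRET ratio by blocking Runt binding to CBFb-SMMHC; some results filed as inactive read as strong as hits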
MDM2 E3 inh – MDM2-luciferase reporter signal enhancers, primary screen, MDM2 E3 ligase inhibitor project, cell-based, luminescence, 1536-well; AID 1230, 2008; 210,000 compounds, 0.11% hits; cell-based MDM2 ubiquitination luciferase reporter, 2 h; 0 = plate control, 100 = twice control, blank-subtracted; E3 ubiquitin-protein ligase Mdm2 (Homo sapiens), Q00987; signal enhancement, % at 5 µM;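 active = signal enhancement of 30% or more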;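 note: luminescence tracks abundance of the self-degrading MDM2-luciferase fusion protein; higher signal means inhibition of MDM2 E3 ligase activity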
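System: stable MDM2–luciferase fusion reporter cells / Input: 2000 cells seeded into each well / Schedule: 4 h settle plus 2 h compound, 37 °C / Compound: single-point 5 µM / Buffer or medium: cells held in DMEM / Benchmarks: control and blank well means / Evaluation: percent signal gain over controls, blank-subtracted / Measured by: luciferase luminescence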
An asterisk follows results filed as active; nt = no result given; [ ] = another dose, or the depositor's remark.

SMILES	p47phox inh	Tb hexokinase	Runt-SMMHC FRET	EBV gp42 inh	Runt-CBFb FRET	zVAD death inh	MDM2 E3 inh	Hck Nef HTS	14-3-3 Bad inh
Cc1ccc(NC(=O)Cn2nnc(C(=O)NCc3ccco3)c2N)cc1	-2	-6	-7	-1	2	0.6	4	-1	-7[fluorescence artefact?]
CC(C)c1nc(NCCO)c2nnn(Cc3ccccc3)c2n1	-7	-6	0	-11	-1	18	2	22	-6
COc1ccc(N=C2SC(C(=O)Nc3ccc(OC)cc3)CC(=O)N2CCN2CCOCC2)cc1 (stereo not given)	4	-8	0	-2	-2	0.9	-9	5	-4
CCC(C)NCC(=O)Nc1cc(S(=O)(=O)N(CC)c2ccccc2)ccc1Cl (stereo not given)	-9	12	3	5	-2	0.6	-4	-38	-1
COC(=O)/C=c1/s/c(=C(/C#N)C(=O)NCc2ccccc2)n(-c2ccccc2)c1=O	-3	-26	-16	-9	-12	0.6	-8	-2	14
CN(C)c1cccc(C(=O)NNC(=O)NC2CCCCC2)c1	-3	2	1	-2	1	0.8	-4	0	-4
c1ccc(Nc2nc(-c3cccs3)cs2)nc1	-6	-2	-1	-6	0	1.6	7	3	2
O=C(c1ccc2ccccc2c1)N1CCN(S(=O)(=O)/C=C/c2ccccc2)CC1	-5	-10	0	1	-2	2.7	-21	24	-12
COc1ccc(NC(=O)c2sc3nc(Cc4ccccc4)cc(C(F)(F)F)c3c2N)cc1OC	-1	-19	-115	-19	-39	-0.1	-13	-2	13
O=C(Nc1cccc(Cl)c1)N(Cc1nc2ccccc2c(=O)[nH]1)Cc1cccs1	-6	17	1	-15	2	0.1	9	0	2
Cc1cnn(C(=O)c2oc3ccccc3c2C)c1	-13	-6	2	-2	0	0.2	-9	7	-4
O=C(CCC1CCCN(C(=O)c2ccoc2)C1)NCc1ccccc1F (stereo not given)	-5	-5	1	-3	-1	0.6	-2	2	-5
Cn1c(SC2CCCCC2=O)nnc1-c1ccccc1F (stereo not given)	0	1	2	-24	2	2.7	-4	26	-9
O=C(NCc1ccc2c(c1)OCO2)C1CCCN(S(=O)(=O)c2cccs2)C1 (stereo not given)	-5	2	-2	-8	1	1.9	-8	-5	-6
COc1ccc(OCC(=O)Nc2nnc(C)s2)cc1	-4	0	-1	-53	1	0.5	nt	1	22[fluorescence artefact?]
Cc1cc(Nc2ccc(O)cc2)n2c(nc3ccccc32)c1C#N	-1	-9	0	-6	2	2.3	1	17	-12
COC(=O)COc1ccc(S(=O)(=O)NCc2ccncc2)cc1	-3	6	2	-8	1	-0.7	-12	-7	5
c1ccc(-c2nn3c(-c4ccccc4)nnc3s2)cc1	-7	0	-2	-2	-8	3.5	8	-12	-3
CC(C)c1ccc(SCc2noc(C(=O)NCC3CCCO3)c2C(=O)O)cc1 (stereo not given)	-8	-1	-3	-16	-2	-0.1	-17	0	23
COc1ccc(C2CC(C)(c3ccc(OC)cc3)Nc3ccccc3N2)cc1 (stereo not given)	3	-9	-5	-3	3	1.6	-9	12	4
CN(C)/C=C(/C(=O)c1ccccc1Cl)S(C)(=O)=O	3	7	2	4	2	0.6	-16	-32	-4
Cc1ccc(C(=O)OCC(=O)NCc2ccco2)cc1	2	-4	-6	-9	2	-0.1	-13	2	4[fluorescence artefact?]
O=C(CCCSc1nc2ccccc2[nH]1)Nc1ccccc1	-16	-1	-3	8	1	-0.2	4	2	8[fluorescence artefact?]
CNC(=O)CSc1cn(CC(=O)N(C(C)C)C(C)C)c2ccccc12	-2	-2	-3	-17	-1	-1.8	-1	15	-19
COc1ccc(-n2nc(C(=O)O)c3ccccc3c2=O)c(OC)c1	-8	2	3	-2	0	3.0	-12	1	7

3 compounds out of the list, ordered by number of heavy atoms, descending.
SMILES	p47phox inh	Tb hexokinase	Runt-SMMHC FRET	EBV gp42 inh	Runt-CBFb FRET	zVAD death inh	MDM2 E3 inh	Hck Nef HTS	14-3-3 Bad inh
COc1ccc(C2CC(C)(c3ccc(OC)cc3)Nc3ccccc3N2)cc1 (stereo not given)	3	-9	-5	-3	3	1.6	-9	12	4
O=C(CCC1CCCN(C(=O)c2ccoc2)C1)NCc1ccccc1F (stereo not given)	-5	-5	1	-3	-1	0.6	-2	2	-5
Cc1cc(Nc2ccc(O)cc2)n2c(nc3ccccc32)c1C#N	-1	-9	0	-6	2	2.3	1	17	-12

The results go on:
SMILES	p47phox inh	Tb hexokinase	Runt-SMMHC FRET	EBV gp42 inh	Runt-CBFb FRET	zVAD death inh	MDM2 E3 inh	Hck Nef HTS	14-3-3 Bad inh
CC(C)n1cc(NC(=O)C2CC(c3cccc(Br)c3)=NO2)cn1 (stereo not given)	-1	4	4	-3	-1	1.0	-5	-19	-12
Fc1ccc(-c2nnc(CSc3nnc4ccccn34)o2)cc1	1	34	0	-8	1	-0.4	-9	0	8[fluorescence artefact?]
Cc1ccc(-c2csc(NC(=O)Cc3cccs3)n2)cc1C	-12	-5	4	1	0	0.1	-5	3	-1
O=C(Nc1cnc2ccccc2c1)c1cccc(-n2cnnn2)c1	-2	-6	-9	-12	2	0.3	-13	0	-11
COCCn1c(C)cc(C(=O)COC(=O)c2cccc(O)c2)c1C	-14	-7	2	0	0	-0.7	nt	39	3
COc1ccc(C(=O)NCC(=O)NCC(=O)OCc2ccc(Br)cc2)cc1	-14	0	1	-7	2	3.9	-13	-2	-6
CCOC(=O)c1cccc(NC(=O)CSc2nc3ccccc3c(=O)n2CC)c1	-7	1	-16	1	-4	-0.4	-7	12	-5[fluorescence artefact?]
Cc1ccc(-c2csc3ncn(Cc4ccc(C(=O)O)cc4)c(=O)c23)cc1C	-9	3	-1	0	-3	9.5	-1	24	-8
CCC(=O)c1ccc(OCc2ccccc2)c(OC)c1	-9	26	-1	-3	-3	0.4	-6	0	-7
Cc1ccc(NC(=S)NNC(=O)c2nnn(-c3ccccc3)c2C)cc1	-4	-1	6	-2	4	-0.1	4	3	-2
CCOC(=O)c1c(N)sc(C(O)(C(F)(F)F)C(F)(F)F)c1-c1ccc(F)cc1	-37	6	-6	-10	nt	-0.2	-10	1	9
Cc1cccc(-n2cc(C#N)c(=O)[nH]c2=O)n1	6	-2	2	-10	0	nt	8	3	1[fluorescence artefact?]
O=C(NC1CCCCCC1)C1c2ccccc2C(=O)N1CCCN1CCOCC1 (stereo not given)	-1	4	4	-11	2	-0.2	-19	1	-1
O=[N+]([O-])c1cccc(-c2nc(-c3ccccc3)c(-c3cccs3)[nH]2)c1	-12	-8	0	-5	-1	1.3	-8	-1	-1
O=C(CC12CC3CC(CC(C3)C1)C2)N/N=C/c1ccc([N+](=O)[O-])o1	-14	-8	10	-10	8	8.1	-5	0	2
CCOC(=O)C1=C(c2ccccc2)Nc2ncnn2C1c1ccccn1 (stereo not given)	18	-3	-6	3	0	0.6	-14	1	9
COc1cc2c(cc1NC(=O)c1ccncc1)oc1ccccc12	-9	-22	0	-12	2	-0.5	-8	-15	-2
O=C(c1cc(=O)c2ccccc2o1)N1CCN(c2ccccc2F)CC1	-13	-9	3	4	-1	0.9	-4	11	2
CCn1cc(Br)c(C(=O)Nc2ccc(C(=O)OC(C)C)cc2)n1	1	-2	1	-10	-3	0.3	-2	2	-4
Cc1cc(Cl)ccc1OCC(=O)NC1CCCC1	-7	21	1	1	3	-0.8	-10	1	-2
O=C(c1ccc(C#CC2(O)CCCCC2)cc1)N1CCOCC1	-9	-2	-2	-10	3	0.4	-7	-1	5
O=C(CSCc1ccc(Cl)cc1)Nc1nccs1	-11	6	4	-1	-2	0.4	6	1	1[fluorescence artefact?]
O=C(NCCc1ccc(Cl)cc1)Nc1cccc(Cl)c1	-7	1	-1	3	0	0.8	-10	-1	-6[fluorescence artefact?]
Cc1ccc(C)c(NC(=S)NNC(=O)c2csc(C)c2)c1	-6	4	0	-20	1	0.2	-6	5	-16
O=C1/C(=C/c2ccncc2)N=C2CCCCCN12	-9	-33	-4	-23	2	0.3	nt	6	9
Cc1cc(C)cc(C(=O)NN2CCN(C)CC2)c1	8	7	4	7	2	-1.7	1	12	6
Cc1c(C#N)c(N=CN(C)C)c(C(=O)c2ccccc2)n1-c1ccc(Br)cc1	1	-15	0	7	0	0.1	-12	3	-2
COc1ccc(S(=O)(=O)N(CC(=O)O)c2ccccn2)cc1	11	-12	-9	-12	1	0.5	-41	2	7
COc1ccc(CCN(Cc2nc(-c3ccccc3)no2)Cc2nc(-c3ccccc3)no2)cc1OC	-3	-3	-4	-14	-6	0.0	-10	10	-11
COc1ccc(Cl)cc1NC(=O)/C=C\C(=O)O	-8	1	-4	-11	1	-0.2	-17	0	29[fluorescence artefact?]
Cc1occc(=O)c1OCc1ccccc1	5	-2	0	8	1	1.6	4	-9	-3
COCc1cc(C)nc2sc(C(=O)N3CCN(c4ccccc4)CC3)c(N)c12	-20	-8	-2	-18	2	0.0	-10	5	0
CCOC(=O)c1nn(-c2cccc(Cl)c2)c2nc(CC(C)C)c(C#N)c(=O)n12	-9	-5	2	3	-8	-1.4	-3	1	-8[fluorescence artefact?]
O=C1C(NS(=O)(=O)c2cccs2)=C(N2CCN(c3ccccc3)CC2)C(=O)c2ccccc21	-4	-13	-4	-9	3	-0.3	-18	-1	3
COCC(C)n1c(SCc2cc(=O)n3cc(C)ccc3n2)nc2ccccc2c1=O (stereo not given)	-6	-13	1	-18	-4	-0.7	-1	-4	-2
Nc1nn(S(=O)(=O)c2cccc3nsnc23)cc1-c1ccc(Br)cc1	-9	0	1	8	0	0.9	1	0	2
O=C(NC1CCCC1)c1nc2c(nnn2Cc2ccccc2Cl)c(=O)[nH]1	-6	-5	1	-8	1	-0.3	-20	2	-5
CC(C)(C)[C@@H]1C=C(C(=O)N2CCOCC2)O[C@H](OCc2ccc(CO)cc2)C1	-6	-6	-1	-8	-1	0.1	nt	-3	2
Cn1c(CCCNC(=O)c2ccccc2)nc2ccccc21	-2	0	-1	-6	2	-1.1	3	3	-5
CC(C(=O)OCC(=O)c1c(N)n(C)c(=O)n(C)c1=O)N1C(=O)c2ccccc2C1=O (stereo not given)	-1	-5	3	-9	0	0.3	-90	0	-2
